AmpC inh no detg: qHTS Inhibitors of AmpC Beta-Lactamase (assay without detergent); P00811; AmpC nitrocefin hydrolysis, absorbance 480 nm, 0.0001% Triton; Potency, µM (series often up to 57.1 µM), for inactives: at the top dose activity change, negative = inhibition, most hits filed as inhibitors; 0.52% of 330,000 active;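 note: potency is the fitted concentration of half-maximal effect; plate controls were no compound for no effect and no enzyme for full effect; nearly all actives have a fitted effect of over 20% in size; some results filed as inactive show a strong effect at the top dose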
Target sequence (P00811 whole entry, looked up): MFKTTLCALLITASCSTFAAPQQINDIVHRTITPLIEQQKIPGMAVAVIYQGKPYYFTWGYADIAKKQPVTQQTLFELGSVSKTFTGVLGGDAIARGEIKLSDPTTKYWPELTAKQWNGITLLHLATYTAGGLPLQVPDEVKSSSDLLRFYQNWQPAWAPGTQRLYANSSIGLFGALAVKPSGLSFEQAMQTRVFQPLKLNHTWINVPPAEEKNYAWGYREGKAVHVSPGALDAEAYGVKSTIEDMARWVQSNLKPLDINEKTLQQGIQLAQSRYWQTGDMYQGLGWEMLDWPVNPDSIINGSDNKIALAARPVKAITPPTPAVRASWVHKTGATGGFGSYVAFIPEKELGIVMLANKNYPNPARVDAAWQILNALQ
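20 mM phosphate pH 7.0 + 0.01% (detergent screen) or 0.0001% Triton X-100; 5.3 nM AmpC reagent; cpd preinc 15 min RT; nitrocefin (800 uM stock) to start; A480 q20 s × 4 min; Activity was normalised to no-enzyme and no-compound control wells.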
Pf growth 48h: Primary qHTS for delayed death inhibitors of the malarial parasite plastid, 48 hour incubation; P. falciparum luciferase growth in erythrocytes, 48 h; Potency, µM (doses to about 28.7 µM), for the others: at the top dose activity change, negative = inhibition, usual class: inhibitors; 5.9% of 310,000 active; note: potency is the fitted concentration of half-maximal effect; % is set by controls: 0 for no effect and ±100 for the full control effect
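Parasite viability was followed by luminescence of a genomically integrated firefly luciferase. Cultures held 0.1% parasitemia at 2% hematocrit (final), incubated under 5% CO2 at 37 C.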
TbPYK inhibitor: qHTS of Trypanosoma Brucei Inhibitors. TbPYK enzyme, Kinase-Glo Plus ATP luminescence, 45 min. 0.12% of 410,000 active. Potency, µM (titrated, usually from 76.8 µM), for inactives: at the highest dose activity, negative = inhibition, hits mostly inhibitors; note: potency is the fitted concentration of half-maximal effect; % is set by controls: 0 for no effect and ±100 for the full control effect; nearly all actives have a fitted effect of over 50% in size
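Activity of T. brucei pyruvate kinase was followed by Kinase-Glo Plus luminescence after the enzyme reacted 45 min at room temperature with 130 uM ADP (final) and substrate. Test compounds were added before ADP at multiple concentrations.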
LmPK inhibitor: qHTS Assay for Inhibitors of Leishmania Mexicana Pyruvate Kinase (LmPK). Q27686. purified LmPK, Kinase-Glo ATP luminescence, 1 h. Potency, µM (doses to about 57.5 µM), for the others: at the highest dose activity change, negative = inhibition, usual class: inhibitors. 0.37% of 290,000 active. AID 1721, 2009; note: potency is the fitted concentration of half-maximal effect; % is set by controls: 0 for no effect and ±100 for the full control effect
Target sequence (Q27686 whole entry, looked up): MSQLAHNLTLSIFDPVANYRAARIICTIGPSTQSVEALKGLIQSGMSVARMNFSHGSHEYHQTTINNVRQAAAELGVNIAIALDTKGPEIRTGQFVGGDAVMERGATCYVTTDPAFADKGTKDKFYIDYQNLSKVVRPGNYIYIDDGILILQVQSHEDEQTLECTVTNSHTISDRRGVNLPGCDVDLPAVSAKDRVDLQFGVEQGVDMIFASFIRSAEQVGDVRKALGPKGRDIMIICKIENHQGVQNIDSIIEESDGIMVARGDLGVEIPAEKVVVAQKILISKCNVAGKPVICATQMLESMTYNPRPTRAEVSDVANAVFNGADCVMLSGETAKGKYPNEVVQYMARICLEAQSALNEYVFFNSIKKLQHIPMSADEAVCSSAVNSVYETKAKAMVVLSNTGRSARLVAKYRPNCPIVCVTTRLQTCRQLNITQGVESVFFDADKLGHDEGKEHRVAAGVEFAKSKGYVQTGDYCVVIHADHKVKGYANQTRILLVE
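0.1 nM LmPK, 0.5 mM PEP, 0.1 mM ADP; 50 mM imidazole pH 7.2, 7 mM MgCl2, 50 mM KCl; 1 h RT. Kinase-Glo luminescence readout, normalized to no-enzyme (full inhibition) and uninhibited wells.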
Shiga toxin inh: A qHTS for Small Molecule Inhibitors of Shiga Toxin. 9.2% of 290,000 active. inhibition, % at 38.7 µM. Vero cells, Shiga toxin protein synthesis inhibition reporter; in the data active = inhibition mostly above about 28%, no sharp cut-off; inactive = mostly below about 43%; note: 0% is about no effect
Cycloheximide cs: Cycloheximide Counterscreen for Small Molecule Inhibitors of Shiga Toxin | cell reporter, cycloheximide protein synthesis inhibition counterscreen | max response, % | 12% of 300,000 active | AID 2314, 2010; in the data active = max response mostly above about 13%, no sharp cut-off; inactive = mostly below about 14%; note: read at 38.3 µM for the half of the compounds with a filed dose; 0% is about no effect
Pf growth 96h: Primary qHTS for delayed death inhibitors of the malarial parasite plastid, 96 hour incubation; P. falciparum luciferase reporter growth, 96 h; Potency, µM (highest dose often 28.7 µM), for the others: top-dose activity change, negative = inhibition, hits mostly inhibitors; 6.9% of 320,000 active; note: potency is the fitted concentration of half-maximal effect; % is set by controls: 0 for no effect and ±100 for the full control effect
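Compounds incubated with erythrocytes infected by luciferase-expressing P. falciparum (2% hematocrit, 0.05% parasitemia final) for 96 hours, 37 C in 5% CO2. Growth inhibition scored as decreased luciferase luminescence.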
* marks the source's active call; other numbers are inactive results; ? = inconclusive; / = not tested or not shown; & = joins results of further samples; [ ] = another dose, or the depositor's remark. Unless noted, calls come from the whole dose curve; as a rule, active = well fitted curve in the direction sought with a large enough effect; inconclusive = small, poorly fitted or top-dose-only effect, or another doubt; inactive = no such curve, though single readings can be large; an effect the other way counts as inactive or inconclusive.

SMILES	AmpC inh no detg	Pf growth 48h	TbPYK inhibitor	LmPK inhibitor	Shiga toxin inh	Cycloheximide cs	Pf growth 96h
CCc1ccc(N=Nc2ccc(O)c3[nH]cnc23)cc1	-36%	78%[activator]	-12%	/	/	/	2%
Cc1cc(C(=O)NCc2ccco2)no1	-18%	10%	-8%	0%	59	7	/
CC(=O)Nc1ccc(NC(=O)CN(c2ccc(C(C)C)cc2)S(=O)(=O)c2ccccc2)cc1	-8%	?	5%	-7%	-3	0	?
COc1cccc(/C=N/NC(=O)c2ccc(-c3ccccc3)cc2)c1O	-47%	/	-2%	2%	2	4	7.4µM*
Cc1ccc(OCC(=O)Nc2sc3c(c2C#N)CCC3)cc1	-39%	117%[activator]	3%	6%	122*	53*	58%[activator]
COc1cccc(CC(=O)Nc2nccs2)c1	-25%	-2%	0%	-5%	-9	-1	15%
O=c1cc(-c2ccccc2Cl)oc2c(NS(=O)(=O)c3ccccc3OC(F)(F)F)ccc(O)c12	-26%	?	-1%	6%	18	-2	?
COc1ccc(Cl)cc1N(C(C)C(=O)NC1CCCC1)S(C)(=O)=O (centres undefined)	1%[2.29 µM]	-18%	-4%	-1%	4	-4	10%
CCCCC(CC)CNC(=O)CN1C(=O)NC2(CCc3ccccc32)C1=O (centres undefined)	33%	-25%	-4%	8%	-6	-1	-3%
CC(Oc1ccc2c3c(c(=O)oc2c1)CCC3)C(=O)NCCCn1ccnc1 (centres undefined)	-11%	-15%	-7%	3%	6	-2	?
CC(C)c1ccc(N2C(=O)CC(Sc3nc4ccccc4o3)C2=O)cc1 (centres undefined)	-38%	37%[activator]	-4%	2%	10	15*	?
COc1cc(C(=O)NCCNC(=O)c2cnccn2)cc(OC)c1OC	-15%	-1%	3%	0%	-4	-4	-2%
O=C1CSC(c2ccccc2[N+](=O)[O-])N1c1ccc(O)cc1 (centres undefined)	-18%	37%[activator]	-1%	9%	1	21	?
CS(=O)(=O)Nc1cccc(-c2cn3c(n2)SCC3)c1	-13%	30%[activator]	0%	2%	3	-1	48%[activator]
CCCCC(=O)Nc1nn(C)c2nc3c(C)cccc3cc12	3%	?	2%	0%	1	-3	?
Cc1cc(N/N=C/c2ccccc2)nc(N2CCOCC2)n1	29%	28%	-4%	2%	55	19*	0%
O=C(O)CC1(CC(=O)NCc2ccc(Cl)cc2)CCCCC1	0%	25%	-9%	-2%	-4	-3	23%
O=C(CSc1nc2ncc(Cl)cc2[nH]1)Nc1cccc(F)c1	-53%	15%	1%	3%	17	17	-5%
O=C(c1ccccc1)c1ccccc1C(=O)N1CCN(Cc2ccccc2F)CC1	114%[activator]	?	1%	/	/	/	?
CCC(=O)N/N=C(\C)CC(=O)Nc1ccc(Cl)cc1	-29%	12%	-5%	1%	10	8	34%[activator]
COc1cc(/C=C\C(=O)OCn2nnc3ccccc3c2=O)cc(OC)c1OC	140%[activator]	7%	-3%	15%[11.5 µM]	2	7	-15%
Cn1nnnc1SCc1csc(C2C(C#N)=C(N)OC3=C2C(=O)CCC3)c1 (centres undefined)	-11%	-11%	-8%	0%	-9	-8	?
O=S(=O)(c1ccc(C2CCCCC2)cc1)N1CCOCC1	26%	-14%	-9%	5%	-4	2	-9%
O=C(Nc1nnc(-c2ccc3c(c2)CCCC3)o1)c1ccc(Cl)cc1Cl	35µM*	1%	1%	4%	-2	-1	5%
CCN1C(=NCc2cccc(Cl)c2)N[C@@H](c2cccc(F)c2)C(C(=O)OC)=C1C	17%&29%	?	2%	-4%&-3%	-3&-10	-4&1	?
COc1ccc(CCNC(=O)C(=O)NCc2ccccc2C)cc1OC	-2%	-8%	6%	0%	-11	-3	?
CC(=O)NC(C)c1nc2ccccc2n1Cc1ccccc1F (centres undefined)	-8%	-16%	-1%	-1%	-4	-4	0%
O=c1c2c3c(sc2ncn1/N=C/c1ccncc1)CCCC3	-17%	-8%	0%	1%	-9	8	-8%
CC(C)N(Cc1ccccc1)C(=S)NC1CCCCC1	-4%	-8%	-5%	5%	3	-2	?
Cc1ccc(/C=N\Nc2nc3ccc(Cl)cc3[nH]2)o1	-22%	2.6µM*	5%	3%	119*	41*	2.3µM*
CN(C)c1ccc(NC(=S)NC(=O)/C=C/c2ccco2)cc1	-22%	18%	-3%	-1%	16	1	?
CC(C)NC(=O)c1ccc2c(c1)N(CC(=O)N1CCOCC1)C(=O)C(C)(C)O2	-13%	5%	-9%	3%	-6	-1	-17%
COC(=O)c1cccc(NC(=O)CSc2nnc(COc3ccccc3)n2C)c1	10%	-9%	-10%	3%	-6	-1	-2%
O=C(CCCC(=O)N(CC(=O)NC1CCCCC1)CC1CCCO1)Nc1ccccn1 (centres undefined)	-13%	0%	3%	-6%	13	-2	-1%[5.75 µM]
Cc1nc(NC(=O)c2ccccc2)sc1-c1csc(Nc2ccc(Cl)cc2)n1	31%	?	/	-1%	28	10	10µM*
O=C(N1CCN(c2ccccn2)CC1)N1c2ccccc2Sc2ccccc21	32%	?	1%	-5%	-6	0	/
CC1CCCC(C)N1C(=O)COC(=O)COc1ccccc1C#N (centres undefined)	-12%	27%	1%	/	/	/	0%
O=C1c2ccccc2C(O)(c2ccccc2)N1C1CC1 (centres undefined)	4%	29%	0%	8%	10	-2	5%
CC(=O)Nc1ccc(NC(=O)C(OC(=O)c2ccccc2)C(OC(=O)c2ccccc2)C(=O)O)cc1 (centres undefined)	-23%	1%	-8%	6%	13	-1	?
C=CCOc1ccc(/C=N/NC(=O)C(C)Sc2ccccn2)cc1OC (centres undefined)	-24%	-3%	-4%	4%	-2	2	25%
CCCn1c(O)c(N=Nc2ccc3ccccc3n2)c2ccccc21	-25%	91%[activator]	-5%	2%	42*	30*	94%[activator]
CCN1C(=O)CC(NNC(=O)c2ccc(Cl)cc2)C1=O (centres undefined)	-34%	29%	/	2%	-10	-2	-23%
CCSc1nnc(NC(=O)[C@H](C)N2C(=O)C3CC=CCC3C2=O)s1 (some centres undefined)	-23%	43%[activator]	0%	-6%	-5	9	68%[activator]
O=C(CN1CCc2cc3c(cc2C1)OCCCO3)Nc1ccccc1	32%	4%	0%	-3%	19	6	48%[activator]
O=C(CSc1nc2ncc(Cl)cc2[nH]1)NCCc1ccc(F)cc1	-49%	?	4%	1%	-5	0	?
Cn1cccc1/C=N/NC(=O)c1ccn[nH]1	-8%	30%[activator]	-13%	?	120*	23*	-1%
Cc1ccccc1CC1(CO)CCCN(C(=O)CCC(=O)c2ccccc2)C1 (centres undefined)	86%[activator]	11%	4%	2%	19	1	1%
O=Cc1cn(CC(=O)NCC2CCCO2)c2ccccc12 (centres undefined)	-16%	9%	3%	0%	11	-4	-16%
CCOC(=O)C(NC(=O)CCl)(Nc1ccc(C(O)(C(=O)OCC)C(F)(F)F)cc1)C(F)(F)F (centres undefined)	-4%	-6%	2%	1%	27	-2	-18%
Cc1cccc(NC(=O)c2cc(=O)c3ccccc3o2)n1	-15%	60%[activator]	0%	-2%	56	24*	57%[activator]

Six entries out of the list, arranged by molar mass, smallest number first:
SMILES	AmpC inh no detg	Pf growth 48h	TbPYK inhibitor	LmPK inhibitor	Shiga toxin inh	Cycloheximide cs	Pf growth 96h
Cc1cccc(NC(=O)c2cc(=O)c3ccccc3o2)n1	-15%	60%[activator]	0%	-2%	56	24*	57%[activator]
O=Cc1cn(CC(=O)NCC2CCCO2)c2ccccc12 (centres undefined)	-16%	9%	3%	0%	11	-4	-16%
CCN1C(=O)CC(NNC(=O)c2ccc(Cl)cc2)C1=O (centres undefined)	-34%	29%	/	2%	-10	-2	-23%
CCCn1c(O)c(N=Nc2ccc3ccccc3n2)c2ccccc21	-25%	91%[activator]	-5%	2%	42*	30*	94%[activator]
O=C(CN1CCc2cc3c(cc2C1)OCCCO3)Nc1ccccc1	32%	4%	0%	-3%	19	6	48%[activator]
Cc1ccccc1CC1(CO)CCCN(C(=O)CCC(=O)c2ccccc2)C1 (centres undefined)	86%[activator]	11%	4%	2%	19	1	1%

Continuation:
SMILES	AmpC inh no detg	Pf growth 48h	TbPYK inhibitor	LmPK inhibitor	Shiga toxin inh	Cycloheximide cs	Pf growth 96h
O=C(CCNC(=O)c1ccc(Cl)cc1)Nc1cccc(S(=O)(=O)N2CCCCCC2)c1	-32%	2%	2%	/	/	/	3%
CCOC(=O)c1c(S(=O)(=O)N2CCN(C3CCCCC3)CC2)c(C)n(C)c1C	21%	0%	1%	3%	-5	9	?
CC1=NOC2(C1)/C(=N/O)CCC/C2=N\O (centres undefined)	-13%	14%	-8%	-1%	-2	-5	?
Cc1ccc(-n2nnc(-c3cc4ccccc4n3C)n2)cc1	-16%	227%[activator]	-4%	4%	33*	27*	?
O=C(Nc1nnc(C2=COCCO2)o1)c1cccc(C(F)(F)F)c1	-38%	-2%	0%	-2%	-10	-2	?
CCN1CCCC1CNC(=O)c1cc2c(C)nc3ccccc3c2o1 (centres undefined)	24%	9.3µM*	-4%	-1%	21	3	?
O=C(/C=C/c1cccs1)NC1CCS(=O)(=O)C1 (centres undefined)	-4%	18%	-1%	-3%	-10	-2	27%
CCC(=O)Nc1nnc(S(=O)(=O)N2CCCCCC2)s1	-2%	17%	1%&1%	-4%	-5	-1	4%
COC(=O)c1cc(C(=O)c2ccc(C(C)(C)C)cc2)c[nH]1	-3%	-27%	-1%	-4%	97*	32*	24%
CCOc1ccc(C(=O)NNC(=O)CNC(=O)c2ccc(C)s2)cc1OC	-25%	?	-9%	/	/	/	-15%
O=C(/C=C/c1ccc(Cl)cc1Cl)NC(=S)Nc1ccc(CN2CCOCC2)cc1	27%	-8%	4%	-3%	-5	-1	11%
C1CCCC(NC2=NCCO2)CCC1	-21%	34%[activator]	-1%	9%	10	4	?
O=C(COc1cccnc1[N+](=O)[O-])N1CCN(S(=O)(=O)c2ccccc2)CC1	0%	-17%	-9%	2%	-13	-4	-9%
COc1ccccc1CNc1ncc(-c2ccccc2)n1C	-1%	-13%	8%	-3%	40*	21*	-9%
Cc1ccc(S(=O)(=O)N2CCN(C(=O)CN3C(=O)NC4(CCCC4)C3=O)CC2)c(C)c1	-14%	?	4%	/	/	/	-4%
CCCCC(=O)N(CCOC)c1nnc(-c2ccccc2C)s1	83%[activator]	?	-3%	-1%	-7	-3	-21%
COc1ccc2[nH]c(C)c(CCNC(=S)Nc3cccc(C)c3)c2c1	-33%	?	-2%	3%	-10	-2	?
CS(=O)(=O)N1CCC(C(=O)Nc2ccc(Cl)cc2)CC1	6%	?	5%	-7%	-12	-2	4%
CCc1ccc(NC(=O)c2cc(C)on2)cc1	-24%	181%[activator]	-2%	-13%	51*	28*	-14%
COc1cccc(OCC(O)CN2CC(C)CC(C)C2)c1 (centres undefined)	3%	-16%	-4%	-6%	-13	8	75%[activator]
CCc1cccc(OC2OC(CO)C(O)C(O)C2NC(C)=O)c1 (centres undefined)	-22%	-27%	1%	-1%	19	13	?
O=C(CSc1ccc(F)cc1)NC12CC3CC(CC(C3)C1)C2	-9%	-18%	-5%	1%	39	37*	?
